# hcGAS lum: inhibitors of human cGAS; Q8N884; recombinant h-cGAS, ATP depletion, Kinase-Glo luminescence; inhibition, % at 12.5 µM; 290,000 tested, 0.081% active; AID 1259398;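 further: 0% = vehicle reaction and 100% = reaction without DNA for no activity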
# Target sequence (Q8N884 whole entry, looked up): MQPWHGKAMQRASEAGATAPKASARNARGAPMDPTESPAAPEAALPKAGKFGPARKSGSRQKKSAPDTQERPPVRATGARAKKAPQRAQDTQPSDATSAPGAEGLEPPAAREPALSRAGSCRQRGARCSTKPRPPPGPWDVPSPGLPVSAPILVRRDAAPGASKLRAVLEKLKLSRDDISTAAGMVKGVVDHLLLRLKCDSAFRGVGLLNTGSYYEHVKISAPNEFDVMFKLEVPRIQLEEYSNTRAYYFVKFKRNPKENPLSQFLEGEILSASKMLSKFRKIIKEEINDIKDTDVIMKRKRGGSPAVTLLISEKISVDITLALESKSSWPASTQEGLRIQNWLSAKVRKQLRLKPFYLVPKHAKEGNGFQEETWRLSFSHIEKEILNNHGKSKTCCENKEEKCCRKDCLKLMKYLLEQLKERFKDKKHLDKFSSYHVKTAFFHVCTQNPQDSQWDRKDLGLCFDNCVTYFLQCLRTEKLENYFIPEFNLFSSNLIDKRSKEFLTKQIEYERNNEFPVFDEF
# mcGAS lum: blocks mouse cGAS activity | recombinant cGAS, Kinase-Glo ATP depletion luminescence | Q8C6L5 | inhibition, % at 12.5 µM | AID 1259399 | 160,000 tested, 0.15% active;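 further: 0% = negative control wells and 100% = reference inhibitor with no enzyme activity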
# NPYLR7 agonist: mosquito NPYLR7 agonism; HEK293T NPYLR7/Galpha15, GCaMP6s calcium fluorescence; activation, % at 10 µM; 270,000 tested, 0.15% active; in the data active means activation above about 40%;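 further: 0% = vehicle and 100% = reference agonist at the receptor; some compounds past the cut are filed as inactive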
# Starred values were filed as active, the others as inactive; . = not tested or not shown; & = joins results of further samples. Unless noted, no stated cut-off is given here; in the data, active means inhibition above about 40%; inactive means the rest.
SMILES,hcGAS lum,mcGAS lum,NPYLR7 agonist
Cc1cnc(NC(=O)c2ccc(Oc3ccc(F)cc3Br)nc2)s1,-11,.,4
Cc1cc(C)c2nc(N(CCn3cccn3)C(=O)c3cccs3)sc2c1,-4,-12,-12
Cn1ccnc1C(=O)N1CC(CO)C2(CCNCC2)C1 (stereo unspecified),-13,-6,.
Cc1cc(C(=O)N2CCN(c3ncccc3C(=O)NCc3cccs3)CC2)c(C)o1,-6,-6,0
COc1ccc(S(=O)(=O)N2CCN(c3nccc(-c4cccs4)n3)CC2)cc1,1,3,-11
NC(=O)c1cccc(CC2CCN(C(=O)c3cnc4ccccc4c3)C2)c1 (stereo unspecified),-11,.,0
O=C(NCCCn1ccc2ccccc21)C1CCC(=O)N(Cc2cccc(F)c2)C1 (stereo unspecified),-10,-11,17
O=C(CSc1nc(=O)n(CCO)c2c1CCC2)NC1CCCCC1,-8,-8,-3
O=C(NCc1cccc(NC(=O)N2CCCC2)c1)c1ccc(Cl)cc1,-7,.,5
O=C(NCCN1Cc2ccccc2OC(c2ccccc2F)C1)c1ccc[n+]([O-])c1 (stereo unspecified),-8,.,4
O=C(NCCCn1nc(-c2ccccc2)ccc1=O)Nc1ccc(C(F)(F)F)cc1,1,.,0
Cc1nnc2n1CC(C(=O)Nc1ccc(Cl)cc1NC(=O)c1ccco1)CC2 (stereo unspecified),-8,.,11
O=C(NN=Cc1c[nH]c2ccc(Br)cc12)C1CC1,-8,.,-1
COC(=O)c1cccc(NC(=O)N2CCc3cc(OC)c(OC)cc3C2c2ccccc2)c1 (stereo unspecified),-5,-7,21
COc1ccc2cc(C(=O)C3CCCN(C(=O)Nc4c(C)cccc4Cl)C3)ccc2c1 (stereo unspecified),-11,-10,-13
Cc1ccccc1-n1nc(C(C)(C)C)cc1NC(=O)CN(CCc1ccccc1)C(=O)c1ccco1,-6,-3,-6
COc1ccc(C(=O)N2CCN(C(=O)c3cc(-c4ccc(Cl)cc4)n(-c4ccccc4F)c3C)CC2)cc1,-14,-5,-6
NC(=O)CCN(C(=O)CN1CCCC1c1ccc2c(c1)OCCO2)c1ccc(F)cc1 (stereo unspecified),-2,.,-3
CC1(NS(=O)(=O)c2ccccc2F)CCS(=O)(=O)C1 (stereo unspecified),1,.,4
COc1ccc(/C=C2N=C(/C=C/c3ccccc3)OC/2=O)cc1OC(C)=O,-5,-5,6
Cc1cc(C)cc(-c2nc3cc(C)ccn3c2NC(=O)C(C)(C)C)c1,1,-7,4
COc1cc(C)c(C(C)C)cc1S(=O)(=O)n1cccn1,-5,-7,0
COCCn1cc(NC(=O)N2CCC(Oc3cc(C)ccc3C)CC2)cn1,-10,-16,15
O=C(c1ccco1)N1CCCC(OCc2cccc(OC(F)(F)F)c2)C1 (stereo unspecified),-2,.,-6
FC(F)(F)c1ccc2c(c1)n(Cc1ccc(Cl)c(Cl)c1)c1[n+]2CCCCC1,-4,.,0
# Later entries
SMILES,hcGAS lum,mcGAS lum,NPYLR7 agonist
COCCC(=O)N1CCOCC1c1cc(C(=O)Nc2ccccc2)no1 (stereo unspecified),0,-1,0
CSc1nc2ncc3c(=O)n(-c4ccc(C(C)=O)cc4)ccc3n2n1,-4,.,5
CC(C)Cc1cc(CN2CC(C(=O)O)CC2=O)on1 (stereo unspecified),-8,.,1
Cc1nccn1CC(C)NCC1CCN(C2CCCC2)CC1 (stereo unspecified),-5,-13,-4
O=C(CSc1nc(C(F)(F)F)cc(=O)[nH]1)NCc1ccccc1,-8,-9,-4
CCn1cnnc1CN(C)C(=O)/C=C/c1ccccc1,-5,.,1
Cc1ccc(C)c(OCC(=O)N(C)C(C)c2ccncn2)c1C (stereo unspecified),-3,-10,6
C/C(=N\N1CCN(C)CC1)c1c(C(F)(F)F)[nH]n(-c2nc3ccccc3s2)c1=O,3,.,-13
CCCN(Cc1cccc(Cl)c1)C(=O)c1cnc(CC)nc1,-2,-12,2
CCc1ccc2nc(N(CCCn3ccnc3)C(=O)C3COc4ccccc4O3)sc2c1 (stereo unspecified),-4,-11,4
CCCNC(=O)CN(C)C(=O)CSc1nnc(-c2ccc(F)cc2)o1,-11,.,1
CC(=NCCCn1ccnc1)c1c(-c2ccccc2)[nH]n(-c2nc3ccccc3s2)c1=O,6,4,-4
O=C(C1CC1)N1CCN(Cn2sc3ccccc3c2=O)CC1,-6,.,8
Cc1ccc2nc(CSc3nnc(-c4ccc5c(c4)OCO5)o3)cn2c1,-7,.,5
CCc1nc(C)c(C(=O)N(C)Cc2cccc3ncccc23)s1,4,.,-20
Cc1nnc(SCC(=O)N(Cc2cnn(C)c2)CC(C)C)s1,-6,-12,-2
O=C(Cn1cc(C(F)(F)F)cc(Cl)c1=O)NC(=O)NC12CC3CC(CC(C3)C1)C2,-7,-5,1
CC(=O)c1c(C)oc2ccc(N(C(=O)c3ccncc3)S(=O)(=O)c3cc(C)ccc3C)cc12,-1,.,3
Cc1cccc(C)c1NC(=O)CN(C)C(C)c1ccc(F)cc1 (stereo unspecified),-6,.,1
CCc1nc([C@@H]2C[C@H](NC(C)=O)C[C@H](C3CCCCC3)O2)c(C)[nH]1,-13,.,3
Brc1ccc2nc(-c3ccccc3)c(NC3CCCCC3)n2c1,-7,-8,-5
CNS(=O)(=O)c1cc(C(=O)NC(C)c2c(C)nn(C)c2C)cc(C)c1C (stereo unspecified),-7,.,7
Cc1cc(C)cc(-n2nc(C(=O)N3CCCC3)c(=O)n(Cc3cccc(Cl)c3)c2=O)c1,-3,-6,0
Cc1c[nH]c(C(=O)N2CCC3(CC2)CN(CCN2CCC(N(C)C)C2)C(=O)O3)c1 (stereo unspecified),-13,-5,.
CCOc1c(Br)cc(Cl)cc1NC(=O)CCNC(=O)C(C)(C)C,-6,.,1
# More results
SMILES,hcGAS lum,mcGAS lum,NPYLR7 agonist
CN(c1ccc(CNC(=O)c2c[nH]c(=O)c(Cl)c2)cc1)C1CCCCC1,-9,.,14
CC(=O)O[C@H]1CC[C@]2(C)C3CC[C@@]4(C)C(CC5O[C@@]6(CCC(C)CO6)[C@@H](C)C54)C3CC[C@@H]2C1 (stereo partly specified),-6,-4,.
Cc1cc(C)n(CCC(=O)N(CC2CCOC2)C2CCN(C)CC2)n1 (stereo unspecified),-6,-3,.
COc1cccc(C(=O)N2CCC3(CC2)NC(=O)c2c(Cl)cccc2N3)c1,-8,-6,-3
Cc1ccc(C(=O)Nc2cc(C(C)(C)C)nn2C)cc1,-3,-6,18
Cc1cc(-c2cc3c(n(Cc4cccnc4)c2=O)CCN(C(=O)c2ccc4c(c2)OCO4)C3)ccc1F,-10,-6,16
Cc1nn(C)c(C)c1C(C)NC(=O)C(=O)c1cccs1 (stereo unspecified),3,1,4
Cc1ccc(-c2nc3ccccn3c2NC(=O)C(C)Cl)cc1 (stereo unspecified),-6,-5,-5
CCOC(=O)c1cc(-c2ccc(OC)cc2)n(C2CCN(C(=O)COCc3ccccc3)CC2)n1,2,-2,22
O=C(NCCn1nc(-c2cccnc2)ccc1=O)c1ccccc1,0,.,7
O=c1c2nnn(-c3ccc(F)cc3)c2ncn1Cc1ccc(Cl)cc1,-4,.,4
CN(C)c1ccc(C(=O)N2CCN(c3nc4nccc(-c5ccc(Cl)c(Cl)c5)n4n3)CC2)cc1,0,3,4
O=C(Cn1c2ccccc2c2ncn(Cc3ccccc3)c(=O)c21)NCCC1=CCCCC1,-2,-8,2
Cc1ccccc1-n1c(SCc2ccc(C#N)cc2)nnc1-c1ccc(F)cc1,1,1,.
CCCCc1ccc(S(=O)(=O)Nc2cc(Cl)ccc2C(=O)NCCc2ccc(OC)cc2)cc1,1,-5,6
COC(=O)c1cccc(C2CC(=O)Nc3cc(O)c(C)cc32)n1 (stereo unspecified),-5,.,-5
CC(=O)NCC(=O)NC1(C(=O)NC2CCCCC2)CCCCC1,5,.,2
COc1ccc(O)c(C(=O)c2cnc3cc4c(cc3c2)OCO4)c1,-1,.,-5
O=C(CSc1nc2ccccc2c(=O)n1-c1cccnc1)NC1CCCCC1,-15,.,15
CC1CCC(C(N)=O)CN1C(=O)c1ccc(Sc2ccccn2)cc1 (stereo unspecified),-14&-6,.,8&6
CC(C)OC(=O)C1C(c2ccccc2)C(C(=O)O)C1c1ccccc1 (stereo unspecified),-3,-6,0
Cc1c(C)c(C)c(S(=O)(=O)N2CCC(Cc3ccc(C(F)(F)F)cc3)CC2)c(C)c1C,-6,-8,14
Cc1cc(Br)cc(C)c1NC(=O)NCc1cccnc1,-5,.,0
Cc1ccc(F)cc1NC(=O)C(C)NC1CCC2(CCNCC2)CC1 (stereo unspecified),-9,.,23
CC(=O)N(C)c1ccc(NC(=O)N2CCCC2Cc2cccc(F)c2)cc1 (stereo unspecified),-8,-4,3
# Next structures follow:
SMILES,hcGAS lum,mcGAS lum,NPYLR7 agonist
CC1(C(=O)Nc2nc3n(c2C#N)CCS3)CC1(Cl)Cl (stereo unspecified),-9,.,2
CN(C)C(=O)CN1CCC(c2ccccc2C(=O)O)C1 (stereo unspecified),-7,-12,1
Cc1c(C)n2c3c(=O)n(C)c(=O)n(C)c3nc2n1CCCc1ccccc1,-9,.,2
Cc1cccc(Nc2ncccc2C(=O)NCCc2cccs2)c1C,-3,-3,2
CCOC(=O)c1cnc2c(C#N)cccc2c1Nc1cccc(C(F)(F)F)c1,-9,-7,7
CC(C)(C)c1cc2nc(C(=O)NCc3ccco3)cc(-c3ccccc3F)n2n1,-7&-7,-8&-6,-4&15
Cc1nc(SCC(=O)NC(N)=O)c2c(C)c(C)sc2n1,3,.,-5
CC1(C)CC(CCc2nc(=S)[nH][nH]2)C(=O)O1 (stereo unspecified),8,3,-5
CCC(CO)NCc1ccc(C)s1 (stereo unspecified),-3,.,1
COCCn1c(=O)c2c(nc3n2CCCN3c2ccc(Br)cc2)n(C)c1=O,-4,-3,3
Cc1ccnc(SCc2cc(=O)n3c(nc4ccccc43)[nH]2)n1,-11,.,-1
Nc1nc(Nc2ccc(Cl)cc2)n[nH]1,1,.,1
COc1ccc(NC(=O)Cn2ccn3nc(-c4ccc(C)cc4)cc3c2=O)cc1OC,-6,-11,0

# Part of the list above in order of length of the SMILES, highest first:
SMILES,hcGAS lum,mcGAS lum,NPYLR7 agonist
CC(=O)O[C@H]1CC[C@]2(C)C3CC[C@@]4(C)C(CC5O[C@@]6(CCC(C)CO6)[C@@H](C)C54)C3CC[C@@H]2C1 (stereo partly specified),-6,-4,.
Cc1cc(-c2cc3c(n(Cc4cccnc4)c2=O)CCN(C(=O)c2ccc4c(c2)OCO4)C3)ccc1F,-10,-6,16
CC(=O)c1c(C)oc2ccc(N(C(=O)c3ccncc3)S(=O)(=O)c3cc(C)ccc3C)cc12,-1,.,3
Cc1c[nH]c(C(=O)N2CCC3(CC2)CN(CCN2CCC(N(C)C)C2)C(=O)O3)c1 (stereo unspecified),-13,-5,.
COC(=O)c1cccc(NC(=O)N2CCc3cc(OC)c(OC)cc3C2c2ccccc2)c1 (stereo unspecified),-5,-7,21
FC(F)(F)c1ccc2c(c1)n(Cc1ccc(Cl)c(Cl)c1)c1[n+]2CCCCC1,-4,.,0
O=C(NCCN1Cc2ccccc2OC(c2ccccc2F)C1)c1ccc[n+]([O-])c1 (stereo unspecified),-8,.,4
COc1ccc(NC(=O)Cn2ccn3nc(-c4ccc(C)cc4)cc3c2=O)cc1OC,-6,-11,0
CNS(=O)(=O)c1cc(C(=O)NC(C)c2c(C)nn(C)c2C)cc(C)c1C (stereo unspecified),-7,.,7
CN(c1ccc(CNC(=O)c2c[nH]c(=O)c(Cl)c2)cc1)C1CCCCC1,-9,.,14
COCCn1c(=O)c2c(nc3n2CCCN3c2ccc(Br)cc2)n(C)c1=O,-4,-3,3
Cc1cc(C)cc(-c2nc3cc(C)ccn3c2NC(=O)C(C)(C)C)c1,1,-7,4
CSc1nc2ncc3c(=O)n(-c4ccc(C(C)=O)cc4)ccc3n2n1,-4,.,5
O=C(CSc1nc2ccccc2c(=O)n1-c1cccnc1)NC1CCCCC1,-15,.,15
O=C(CSc1nc(C(F)(F)F)cc(=O)[nH]1)NCc1ccccc1,-8,-9,-4
CC1CCC(C(N)=O)CN1C(=O)c1ccc(Sc2ccccn2)cc1 (stereo unspecified),-14&-6,.,8&6
Cc1cccc(C)c1NC(=O)CN(C)C(C)c1ccc(F)cc1 (stereo unspecified),-6,.,1
CC1(NS(=O)(=O)c2ccccc2F)CCS(=O)(=O)C1 (stereo unspecified),1,.,4
O=C(C1CC1)N1CCN(Cn2sc3ccccc3c2=O)CC1,-6,.,8
Cc1ccc(C(=O)Nc2cc(C(C)(C)C)nn2C)cc1,-3,-6,18
Cn1ccnc1C(=O)N1CC(CO)C2(CCNCC2)C1 (stereo unspecified),-13,-6,.
Cc1cc(Br)cc(C)c1NC(=O)NCc1cccnc1,-5,.,0
Nc1nc(Nc2ccc(Cl)cc2)n[nH]1,1,.,1
CCC(CO)NCc1ccc(C)s1 (stereo unspecified),-3,.,1
